TDP1 inh – inhibitors of human tyrosyl-DNA phosphodiesterase TDP1; Potency, µM (doses to about 130 µM), for the others: at the highest dose activity change, negative = inhibition, hits mostly inhibitors; recombinant TDP1, AlphaScreen DNA substrate cleavage; Q9NUW8; AID 485290; hit rate 0.28% among 350,000; note: nearly all actives have a fitted effect of over 40% in size
Target sequence (Q9NUW8 whole entry, looked up): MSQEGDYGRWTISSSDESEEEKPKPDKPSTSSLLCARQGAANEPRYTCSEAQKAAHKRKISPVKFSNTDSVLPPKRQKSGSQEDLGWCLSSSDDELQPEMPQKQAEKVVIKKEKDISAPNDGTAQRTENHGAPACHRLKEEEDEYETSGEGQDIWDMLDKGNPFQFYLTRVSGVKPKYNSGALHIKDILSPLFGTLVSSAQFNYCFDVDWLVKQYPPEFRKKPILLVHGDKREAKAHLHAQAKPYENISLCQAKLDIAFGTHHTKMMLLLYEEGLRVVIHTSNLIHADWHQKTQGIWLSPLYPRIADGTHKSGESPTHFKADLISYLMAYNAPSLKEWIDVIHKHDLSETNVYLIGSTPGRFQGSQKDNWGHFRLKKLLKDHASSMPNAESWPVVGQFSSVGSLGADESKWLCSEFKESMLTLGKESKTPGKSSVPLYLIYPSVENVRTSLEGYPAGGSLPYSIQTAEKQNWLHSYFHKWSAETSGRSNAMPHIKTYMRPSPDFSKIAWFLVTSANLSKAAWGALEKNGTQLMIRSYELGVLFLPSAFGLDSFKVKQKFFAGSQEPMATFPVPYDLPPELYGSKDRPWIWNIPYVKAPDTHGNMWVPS
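Recombinant human Tdp1 (E. coli-expressed, 1 nM final) preincubated with compounds 15 min at room temperature, then 5'-biotin/3'-phosphotyrosine-FITC DNA substrate (15 nM final) added for 5 min. AlphaScreen beads (10 ug/ml final) added 10 min; cleavage lowers signal.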
GCN5L2 inh – GCN5L2 (KAT2A) acetyltransferase inhibition; Q92830; GCN5L2 HAT assay, ThioGlo1 CoA-SH fluorescence; Potency, µM (series often up to 58.9 µM), for inactives: top-dose activity change, negative = inhibition, actives largely listed as inhibitors; hit rate 0.21% among 390,000
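ThioGlo1-coupled HAT assay: 20nM GCN5L2, 70uM acetyl-CoA, 75uM H3(1-25) peptide, pH 7.5. Fluorescence read at 340/540nm at start and after 20 min at room temperature.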
TDP1 cell noCPT – qHTS for Inhibitors of human tyrosyl-DNA phosphodiesterase 1 (TDP1): qHTS in cells in absence of CPT; DT40 Tdp1-/- hTDP1 cells, no CPT, ATP luminescence, 48 h; Potency, µM (highest dose often 46.2 µM), for inactives: top-dose activity change, negative = growth inhibition, actives largely listed as inhibitors; hit rate 15% among 420,000; note: nearly all actives have a fitted effect of over 55% in size
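No-CPT arm: Tdp1-/-;hTDP1 DT40 cells (400/well) plus compounds, incubated ≥48 hr at 37 °C. Readout CellTiter-Glo luminescence.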
* = called active by the depositor; ? = inconclusive; / = not tested or not shown; & = joins results of further samples; [ ] = another dose, or the depositor's remark. Calls come from the whole dose curve; as a rule, active = well fitted curve in the direction sought with a large enough effect; inconclusive = small, poorly fitted or top-dose-only effect, or another doubt; inactive = no such curve, though single readings can be large; an effect the other way counts as inactive or inconclusive. % is set by controls: 0 for no effect and ±100 for the full control effect; potency is the fitted concentration of half-maximal effect. An excerpt (hit frequency here may not be typical).

SMILES	TDP1 inh	GCN5L2 inh	TDP1 cell noCPT
O=C(CC1Nc2ccccc2NC1=O)NCC1COc2ccccc2O1 (centres undefined)	4%	-7%	-17%
CCN(CC)S(=O)(=O)c1nnc(NC(=O)COc2ccc(C)cc2)s1	3%	-4%	?
O=C1OC(c2ccc(Br)cc2)=N/C1=C\N1CCCCC1	7%	0%	-24%
CCOC(=O)c1cc(-c2ccccc2)n(CCC(=O)Nc2nc3c(C)cccc3s2)c1C	7%	-5%	13µM*
CC(=O)c1cc(-c2ccc(F)cc2)n(CC(=O)NC2CCC(C)CC2)c1C (centres undefined)	3%	0%	?
CCCc1cc(=O)[nH]c(SCC(=O)NN(c2ccccc2)c2ccccc2)n1	-4%	-8%	?
COc1ccccc1-c1cc(C(=O)N2CCN(c3ccc(F)cc3)CC2)no1	3%	14%	-23%
Cc1sc2ncnc(Sc3nc4ccccc4s3)c2c1C	0%	25%	/
Nc1ccc(-c2c3ccc(=O)cc-3oc3cc(O)ccc23)c(C(=O)O)c1	15%	-16%	-3%
O=C(CCCN1C(=O)/C(=C/c2ccccc2Cl)SC1=S)NNC(=O)c1cccnc1	7%	-5%	?
COc1ccc(CNC(=O)c2ccc(-c3ccccc3)cc2)cc1OC	-3%	4%	-7%
CCC(Oc1ccccc1)C(=O)N1CCC(C(N)=O)CC1 (centres undefined)	2%	-9%	-7%
Cc1ccc(S(=O)(=O)N2CCCC(C(=O)NC3CCCC3)C2)cc1Cl (centres undefined)	/	-2%	?
CCOC(=O)C1CC=C(Cl)CC1C(=O)Nc1nccs1 (centres undefined)	1%	-4%	-2%
O=C(Nc1cn(-c2ccccc2)nc1-c1ccccc1)c1ccccc1	-3%	1%	?
O=C(Cc1ccc(NC(=O)N2CCSc3ncccc32)cc1)NCc1ccccc1	8%	?	?
Cc1ccc(-n2cc(C(=O)O)c(=O)cc2C)c(C)c1	5%	-12%	-8%
CC1CC(C)CN(S(=O)(=O)c2cccc(C(=O)N3C(=O)c4cccc(N)c4C3=O)c2)C1 (centres undefined)	0%	-4%	6%
COc1ccc(N(Cc2ccccc2)C(=O)OC(C)(C)C)c(C(=O)N(C)OC)c1	0%	-8%	?
CCN(C(=O)c1cc2c(=O)oc3ccccc3c2s1)c1ccccc1F	6%	-2%	?
CCOCCCn1c(=S)[nH]c2cc(C(=O)NCCc3ccc(OC)c(OC)c3)ccc2c1=O	-3%	-6%	0%
CCCCCCCCCCOC(=O)C[N+](C)(C)CC1CCCCC1O (centres undefined)	-8%	-14%	-24%
CCc1ccc2oc(C(=O)N3CCN(c4ccccc4OC)CC3)cc(=O)c2c1	/	1%	9.2µM*
Cc1cc(C)c(S(=O)(=O)NCC(c2ccco2)N2CCOCC2)c(C)c1 (centres undefined)	-5%	-2%	?
CCOc1ccc(C(=O)N[C@H](C(=O)Nc2ccc(S(=O)(=O)Nc3nccs3)cc2)C(C)C)cc1	2%	-2%	-14%
O=C(O)CCc1cccnc1	/	-7%	2%&3%
O=C(NO)c1cc(OCC(F)(F)F)ccc1OCC(F)(F)F	4%	-11%	-16%
CC(=O)NNC(=O)c1[nH]c2ccc(Br)cc2c1-c1ccccc1	/	-1%	-1%
O=C1CCC(=O)N1CCOP1(=O)COc2ccccc2OC1	-2%	2%	-4%
O=Cc1c(-[n+]2ccccc2)nc([O-])n1-c1ccccc1	-1%	1%	18µM*
Cc1ccccc1C(=O)c1c[nH]c(C(=O)N=CN(C)C)c1	5%	-3%	3%
CCOC(=O)c1cc(S(=O)(=O)N2CCN(c3ccc(C)cc3C)CC2)[nH]n1	4%	-15%	21µM*
COc1ccc(CCCNC(=O)C2CCC(=O)N(CCCN3CCCC3=O)C2)cc1 (centres undefined)	0%	?	23%
O=C(c1cccc(Br)c1)N1CCN(Cc2cc(=O)n3nc(-c4ccccc4)sc3n2)CC1	0%	-3%	3%
CN1CCN(C(CNC(=O)C(=O)Nc2ccccc2C#N)c2ccc3c(c2)OCO3)CC1 (centres undefined)	-2%	16%	1%
Cc1ccc(C(=O)Nc2ccc(S(=O)(=O)Nc3ncccn3)cc2)cc1[N+](=O)[O-]	4%	-13%	-6%
O=C(NNC(=O)c1cccs1)c1ccc(S(=O)(=O)N2CCCCC2)cc1	5%	0%	-5%
O=C(CCc1ccccc1)NCc1ccc(F)cc1	/	-6%	-4%
CCN(CC)C(=S)Nc1cc(C(=O)OC)ccc1C(=O)OC	0%	-2%	-5%
COc1cc(-c2nnc(SCC(=O)N(C)C3CCCCC3)o2)cc(OC)c1OC	9%	-6%	5.8µM*

Next part; it opens with the 5 that closed the last part.
SMILES	TDP1 inh	GCN5L2 inh	TDP1 cell noCPT
Cc1ccc(C(=O)Nc2ccc(S(=O)(=O)Nc3ncccn3)cc2)cc1[N+](=O)[O-]	4%	-13%	-6%
O=C(NNC(=O)c1cccs1)c1ccc(S(=O)(=O)N2CCCCC2)cc1	5%	0%	-5%
O=C(CCc1ccccc1)NCc1ccc(F)cc1	/	-6%	-4%
CCN(CC)C(=S)Nc1cc(C(=O)OC)ccc1C(=O)OC	0%	-2%	-5%
COc1cc(-c2nnc(SCC(=O)N(C)C3CCCCC3)o2)cc(OC)c1OC	9%	-6%	5.8µM*
Cc1cccc(C)c1NC(=S)Nc1ccc(F)cc1	3%	-10%	-9%
O=C(COc1ccccc1Cl)Nc1ccc(S(=O)(=O)Nc2ccccn2)cc1	3%	1%	?
O=C(NCCc1ccccc1)C(=O)NCC1OCCN1S(=O)(=O)c1ccccc1 (centres undefined)	4%	-22%	-24%
CCOC(=O)C1=C(C)N=c2s/c(=C\c3ccc(OC(C)=O)cc3)c(=O)n2C1/C=C/c1ccccc1 (centres undefined)	4%	-5%	?
CCC1CCCCN1C(=O)CCCc1ccccc1 (centres undefined)	2%	-5%	-23%
C=CCn1c2ccccc2c(=O)c2cc(C#Cc3ccccn3)ccc21	-8%	-18%	18µM*
Fc1ccc(CSc2nnc(Cc3sc(-c4ccccc4)nc3-c3ccccc3)o2)cc1	-2%	-3%[0.501 µM]	0%
COC(=O)Nc1ccc2c(c1)ncn2C1CCCCC1	-4%	1%	-1%
CC(C)C(=O)N1CCC2(CC1)Oc1ccc(Cl)cc1C(=O)C21CC(c2ccccc2)=NO1 (centres undefined)	5%	0%	?
COc1ccc(-c2ccc(-c3cc(=O)oc4cc(OC)c(OC)c(OC)c34)cc2)cc1	-2%[56.1 µM]	-2%&6%	-26%
COc1ccc(OCc2nc3ccccc3n2Cc2ccccc2Cl)cc1	/	-5%	?
CN1CCN(C(=O)c2cc3nc(-c4ccc(Cl)cc4)cc(C(F)(F)F)n3n2)CC1	1%	-4%	?
CCOC(=O)c1c(C)[nH]c(C)c1C(=O)CSc1nnc(-c2ccco2)n1Cc1ccccc1	7%	-15%	?
CCOc1ccc2c(c1)c(=O)c(C(=O)c1ccccc1)cn2Cc1ccccc1	2%	-1%	15µM*
COc1ccc(/C=N/NC(=S)Nc2ccccc2)cc1COc1cccc(C)c1C	/	1%	?
CC(=O)OCc1c(COC(C)=O)[n+](=O)c2ccccc2n1[O-]	-1%	-6%	-4%
C/C=C/C(=O)OCC(=O)Nc1cccc(S(=O)(=O)NC2=NCCCCC2)c1	-2%	-18%	0%
COc1ccccc1N1CCN(S(=O)(=O)c2ccc(-c3cc(C(F)(F)F)on3)s2)CC1	0%	-23%	?
CCC(C)(C)NC(=O)C(c1ccc(C)cc1)N(Cc1ccco1)C(=O)Cn1nnc2ccccc21 (centres undefined)	2%	1%	-30%
CCC(CO)NCc1cc(OC)c(OCC(=O)NCCc2ccccc2)cc1Br (centres undefined)	/	-1%	-23%

Copied from above (6 entries):
SMILES	TDP1 inh	GCN5L2 inh	TDP1 cell noCPT
COc1ccc(/C=N/NC(=S)Nc2ccccc2)cc1COc1cccc(C)c1C	/	1%	?
CC(=O)OCc1c(COC(C)=O)[n+](=O)c2ccccc2n1[O-]	-1%	-6%	-4%
C/C=C/C(=O)OCC(=O)Nc1cccc(S(=O)(=O)NC2=NCCCCC2)c1	-2%	-18%	0%
COc1ccccc1N1CCN(S(=O)(=O)c2ccc(-c3cc(C(F)(F)F)on3)s2)CC1	0%	-23%	?
CCC(C)(C)NC(=O)C(c1ccc(C)cc1)N(Cc1ccco1)C(=O)Cn1nnc2ccccc21 (centres undefined)	2%	1%	-30%
CCC(CO)NCc1cc(OC)c(OCC(=O)NCCc2ccccc2)cc1Br (centres undefined)	/	-1%	-23%

Other compounds
SMILES	TDP1 inh	GCN5L2 inh	TDP1 cell noCPT
Cc1ccnc(N2C(=O)CSC2c2ccc(Cl)cc2)c1 (centres undefined)	-8%	-7%	?
CC(=O)Oc1ccc(/C=C2\C=C(c3ccc(C)cc3)OC2=O)cc1	/	1%	-5%
C=C(C)COc1ccc(-c2[nH]ncc2-c2ccccc2)c(O)c1	8%	-13%	21µM*
N#C/C(=C\c1c(N2CCCCC2)nc2ccccn2c1=O)C(=O)NC1CCS(=O)(=O)C1 (centres undefined)	6%	-1%	-8%
Cc1ccc2nc(NC(=O)CSc3ncc(C(=O)Nc4ccccc4)c(=O)n3C)sc2c1	5%	-3%	2%
COc1ccc(NC(=O)CN2CCC(NC(=O)C3CCCCC3)CC2)cc1	-4%	-4%	-12%
O=C(NCc1ccc(F)cc1)c1c(O)c2cccc3c2n(c1=O)CCC3	-5%	-2%	?
C[C@@]12CCc3occc3[C@H]1CC[C@]13CC(=O)[C@@H](CC[C@H]12)C3	11%	?	/
CS(=O)(=O)N1CCc2cc(-c3csc(NC(=O)C(c4ccccc4)c4ccccc4)n3)ccc21	0%	-13%	?
Cc1ccnc(N2C(=O)c3ccccc3C2=O)c1	/	-19%	1%
Cc1cccc(C(=O)O/N=C/c2ccc(Br)cc2)c1	-5%	-10%	-3%
CCn1c(C(=O)O)c(CC(=O)Nc2ccccc2OC)c2ccccc21	/	-8%	19%
O=C(CN1C(=O)NC2(CCCCC2)C1=O)Nc1ccccc1N1CCCC1	4%	-10%	-17%
CC(=O)Nc1ccc(NC(=O)CSc2nnc(-c3cc(C)[nH]n3)n2N)cc1	-8%	-3%	3%
CP(=O)(COC(=O)c1ccccc1)COC(=O)c1ccccc1	5%	-15%	-5%
CCCC(=O)Nc1nc(C)c(C(C)=O)s1	3%	1%	-9%
CC(=O)OCC#CCSc1nc2ccccc2n1C	8%	2%	-8%
CC(C)(O)CCC(O)[C@@](C)(O)C1CC[C@]2(O)C3=CC(=O)C4CC(O)C(O)C[C@]4(C)C3CC[C@]12C (some centres undefined)	5%	2%	-5%
O=C(CN1CCCSc2ccccc21)N1CCN(S(=O)(=O)c2cccc(F)c2)CC1	2%	-16%	7.3µM*
COc1ccccc1N(C)S(=O)(=O)c1ccc(Cl)c(C(=O)N2CCC(C(N)=O)CC2)c1	2%	-3%	?
CC(C)(C)OC(=O)N1CCC(CC2CC(c3cccc(Br)c3)=NO2)(C(=O)O)CC1 (centres undefined)	/	-6%	-2%
CC(NC(=O)COc1ccc(Oc2ccccc2)cc1)C(=O)O (centres undefined)	5%	0%	-12%
CC1CCCCC12NC(=O)N(CC(=O)Nc1ccccc1F)C2=O (centres undefined)	-4%	-3%	-1%
Cc1ccc(C(=O)Nc2ccc(C(F)(F)F)n(C)c2=O)cc1	0%	-1%	-7%
NC(=O)CC(NC(=O)Cc1ccc(Cl)cc1)c1ccc(N2CCC(Cc3ccccc3)CC2)c([N+](=O)[O-])c1 (centres undefined)	/	2%	?
CCOC(=O)c1nn(-c2ccccc2Cl)c(=O)cc1OCC(=O)Nc1cccc(OC)c1	-6%	-4%	-20%
O=c1c(Cc2c(F)cccc2Cl)c(O)ccn1CCc1c[nH]c2ccccc12	8%	-6%	-16%
COc1ccc(-c2cc(C)nc3nc(N)nn23)cc1	2%	-9%	-2%
CC(=O)c1c(C)[nH]c(C(=O)OCC(=O)Nc2c(C)cccc2C)c1C	-1%	-7%	13µM*
O=C(NNS(=O)(=O)c1ccc(Br)cc1)c1csnn1	3%	-1%	-20%
Cc1ccc(NC(=O)/C(C#N)=C/c2cc(C)n(-c3ccc(Br)cc3)c2C)cc1C	7%[12.3 µM]	-4%	5.8µM*
CCC(Sc1ncnc2sc(C)c(C)c12)C(=O)OC (centres undefined)	-5%	-7%	-24%
COc1ccc(OC)c(NC(=O)c2cc(-c3ccc(C)cc3O)n[nH]2)c1	2%	-11%	-24%
CC(C)c1ccc(/C=N/NC(=O)c2nnn(-c3nonc3N)c2CN2CCOCC2)cc1	1%	-13%	?
O=C(C1CCN(S(=O)(=O)c2ccccc2)CC1)N1CCN(c2ccccc2)CC1	5%	-1%	21µM*
COc1ccc(/C=C/C(=O)NCC(=O)N/N=C(/C)c2ccc(Cl)cc2)cc1	-2%	-4%	9%
Cc1ccc(C(=O)N/C(=C\c2ccc(Cl)cc2)C(=O)NC2CCCCC2)cc1	-2%[12.3 µM]	-9%	18µM*
